Screens deposited in PubChem BioAssay by National Center for Advancing Translational Sciences (NCATS).
PKM2 act: PKM2 (human) enzyme activation; 260,000 compounds, 0.34% hits; purified PKM2, Kinase-Glo ATP luminescence, activation; response scale: 0% is enzyme alone, no compound; Potency, µM (series often up to 57.5 µM), without a hit: at the highest dose activation, actives largely listed as activators; AID 1631; active = well fitted activation curve with a large enough effect; inconclusive = small, poorly fitted or top-dose-only effect; inactive = no such curve, though single readings can be large or run the other way; note: potency is the fitted concentration of half-maximal effect; % is set by controls: 0 for no effect and ±100 for the full control effect; nearly all actives have a fitted effect of over 55% in size
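hPK-M2, >95% pure; 0.1 mM ADP / 0.5 mM PEP final; imidazole pH7.2 buffer w/ 7 mM MgCl2, 50 mM KCl; 1 h RT; Kinase-Glo lum. Intermediate enzyme activity for dual inhibitor/activator qHTS.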
Menin-MLL TR inh: inhibitors of human menin-MLL interaction, mutant MLL peptide; 270,000 compounds, 0.23% hits; Potency, µM (doses to about 61.6 µM), inactives show at the top dose FP activity change, negative = inhibition, hits mostly inhibitors; O00255; AID 1768; Menin + Texas Red MLL mutant peptide, fluorescence polarization; active = well fitted inhibition curve with a large enough effect in the polarisation, with a control signal flat, not every such curve was filed as active; inconclusive = small, poorly fitted or top-dose-only effect, or effect the other way, or a change in a side signal; inactive = no such curve, though single readings can be large or run the other way; the % refers to the polarisation; note: potency is the fitted concentration of half-maximal effect; % of control where 0% means no effect; many of its hits are not listed in these tables
Target sequence (O00255 whole entry, looked up): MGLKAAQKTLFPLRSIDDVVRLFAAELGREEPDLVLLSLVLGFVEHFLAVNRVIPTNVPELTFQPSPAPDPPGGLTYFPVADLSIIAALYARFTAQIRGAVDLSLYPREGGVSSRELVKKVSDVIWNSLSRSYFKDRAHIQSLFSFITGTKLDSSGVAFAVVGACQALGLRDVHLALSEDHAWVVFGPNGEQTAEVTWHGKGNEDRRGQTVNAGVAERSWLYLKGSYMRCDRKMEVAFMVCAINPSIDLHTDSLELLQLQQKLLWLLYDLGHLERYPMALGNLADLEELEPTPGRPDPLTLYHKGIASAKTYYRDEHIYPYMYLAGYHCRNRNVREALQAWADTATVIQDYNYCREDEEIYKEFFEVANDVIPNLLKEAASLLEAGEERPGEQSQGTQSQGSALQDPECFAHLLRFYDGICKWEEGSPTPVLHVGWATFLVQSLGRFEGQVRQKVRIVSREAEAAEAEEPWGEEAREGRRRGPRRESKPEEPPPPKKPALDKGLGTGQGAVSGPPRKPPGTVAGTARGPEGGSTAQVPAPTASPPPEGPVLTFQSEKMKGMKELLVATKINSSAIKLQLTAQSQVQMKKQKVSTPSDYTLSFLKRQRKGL
FBPA coupling cs: inhibits coupling enzyme system, counter-screen for aldolase hits; coupling enzyme system counterscreen, AmpLite Red fluorescence; activity change, negative = inhibition, % at 58.2 µM, hits read low; AID 2472; 290,000 compounds, 0.67% hits; in the data active = activity change below about -30%; note: % is set by controls: 0 for no effect and ±100 for the full control effect
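Compounds tested against the coupling enzymes alone at 57.5 uM final; readout was AmpLite Red fluorescence (525/598 nm) after 20 min at RT.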
* = called active by the depositor; ? = inconclusive; & = joins results of further samples; [ ] = remark or other dose.

SMILES	PKM2 act	Menin-MLL TR inh	FBPA coupling cs
COC(=O)CC1Oc2cc3oc4c(c3cc2O1)C(=O)CC(C)(C)C4 (centres undefined)	-6%	-4%	8
CCCCc1nc2c(c3c1C[C@H](C)OC3)CN(C(=O)C1CCCCC1)CC2	0%[11.5 µM]	-20%[11.7 µM]	0
C=CC1=C2C=C(C3CC3)N(C3CCCC3)C=C2C(=O)C(C)(OC(=O)c2ccco2)C1=O (centres undefined)	-5%[11.5 µM]	-16%[11.7 µM]	-42*
COC(=O)[C@@]1(Cc2ccc(F)cc2)[C@H]2c3cc(C(=O)N(C)C)n(Cc4ccc(Cl)c(C(F)(F)F)c4)c3C[C@H]2CN1C(=O)c1ccccc1	-2%	6%	-3
COC(=O)[C@@]1(Cc2ccccc2)[C@H]2c3cc(C(=O)N(C)C)n(Cc4ccc(OC)c(OC)c4)c3C[C@H]2CN1C(=O)c1ccccc1	-7%	-5%	-2
COCCNC(=O)[C@H](C)/C=C/C(NC(=O)OCc1ccccc1)c1ccc(C(=O)OC)cc1 (some centres undefined)	-3%	-7%	0
CCC/C=C(\CCC)C(NS(=O)(=O)c1ccc(-c2ccccc2)cc1)c1ccc(C(=O)OC)cc1 (centres undefined)	0%	2%	1
C[C@H]1Cc2c(-c3ccccc3)nc3c(c2CO1)CN(C(=O)c1cc(I)ccc1F)CC3	-3%[11.5 µM]	-1%[11.7 µM]	2
CCCCCC1=C2CNC(CC(C)C)(C(=O)OC)C=C2C(C)C1=O (centres undefined)	-8%	-21%	-5
Cc1nc(NC2CCCCC2)c2nc(-c3ccccc3)n(CCN3CCCC3)c2n1	-12%	-12%	7
CC1(OC(=O)c2ccc(Cl)nc2)C(=O)C=c2cc(-c3ccsc3)ncc2=C1OC(=O)C1CCCC1 (centres undefined)	0%[11.5 µM]	19%[11.7 µM]	-3
CC(=O)N1CC=CC1(CC(C)C)C(=O)NCC1CC1 (centres undefined)	-1%	4%	2
CCCC[C@@H]1C[C@H]1C(NC(=O)c1cccs1)c1ccc(-c2ccccc2)cc1 (some centres undefined)	-2%	12%	1
CC(=O)Nc1ccc(S(=O)(=O)N2CCc3nc(-c4ccccc4)c4c(c3C2)CO[C@@H](C)C4)cc1	-3%[11.5 µM]	-5%[11.7 µM]	0
Cc1nc(N2CCOCC2)c2nc(-c3ccccc3)n(CCN(C)C)c2n1	-3%	-16%	2
Oc1ccc(Nc2nc(-c3ccc(Cl)cc3)cs2)cc1	3%	?	0&0
COC(=O)[C@H]1C[C@@H]1[C@H](NC(=O)Oc1ccc(F)cc1)c1ccccc1	1%	3%	-2
CCC/C=C(\CCC)C(NP(=O)(c1ccccc1)c1ccccc1)c1ccc(-c2ccccc2)cc1 (centres undefined)	-2%	-8%	-5
CCC1=C2CC[C@H]3C(=O)N(CC)C(=O)[C@H]3[C@H]2[C@@]2(Cc3ccccc3)C(=O)N(CC3CC3)C(=O)N2C1=O	-6%	-3%	-1
C=C1C2c3ccccc3C(CC2(C)O[Si](C)(C)C)N1C(=O)OC (centres undefined)	-4%[11.5 µM]	-3%[11.7 µM]	-1

Shown with two lines to a compound: 3 of the compounds above.
Under each structure – PKM2 act, Menin-MLL TR inh, FBPA coupling cs
- COCCNC(=O)[C@H](C)/C=C/C(NC(=O)OCc1ccccc1)c1ccc(C(=O)OC)cc1 (some centres undefined)
  -3%, -7%, 0
- CCC/C=C(\CCC)C(NS(=O)(=O)c1ccc(-c2ccccc2)cc1)c1ccc(C(=O)OC)cc1 (centres undefined)
  0%, 2%, 1
- C[C@H]1Cc2c(-c3ccccc3)nc3c(c2CO1)CN(C(=O)c1cc(I)ccc1F)CC3
  -3%[11.5 µM], -1%[11.7 µM], 2

(more compounds)
SMILES	PKM2 act	Menin-MLL TR inh	FBPA coupling cs
CCOC(=O)C1CSC(Cc2ccc(OCc3ccc([N+](=O)[O-])cc3)cc2)N1 (centres undefined)	2%	?	-2
COCCNc1nc(C)nc2c1nc(-c1ccccc1)n2CC1CCN(C)CC1	-2%	6%	3
CCN(CC)CCCn1c(-c2ccccc2)nc2c(N(CCOC)CCOC)nc(C)nc21	-1%	-11%	1
COC(=O)[C@@]1(Cc2ccc(F)cc2)[C@H]2c3cc(C(=O)N4CCCC4)n(Cc4ccc(S(C)(=O)=O)cc4)c3C[C@H]2CN1C(=O)c1ccccc1	2%	-1%	2
COc1ccc(-c2nc3c(c4c2C[C@H](c2ccccc2)OC4)CN(S(=O)(=O)c2ccc(Cl)c4nonc24)CC3)c(C)c1	-1%[11.5 µM]	14%[11.7 µM]	-1
COc1ccc(NC(=O)N2CCc3nc(-c4ccccc4)c4c(c3C2)CO[C@@H](C)C4)cc1	-9%[11.5 µM]	-9%[11.7 µM]	1
COC(=O)c1ccc(C(NC(=O)OCc2ccccc2)/C(C)=C/[C@@H](C)C(=O)NCCO)cc1 (some centres undefined)	0%	15%	-4
CC(=O)N1CC=CC1(CC(C)C)C(=O)NCc1ccc(C)o1 (centres undefined)	?	1%	5
COC(=O)CCCC1=CC2=C(c3ccccc3)C(=O)C(C)(OC(=O)C3CCCC3)C(=O)C2=CN1Cc1ccccc1 (centres undefined)	-1%[11.5 µM]	6%[11.7 µM]	-3
CCCCc1nc2c(c3c1C[C@H](C)OC3)CN(C(=O)Cc1cccs1)CC2	-8%[11.5 µM]	-11%[11.7 µM]	1
O=C(N[C@@H](Cc1ccccc1)C(=O)O)c1ccccc1	5%	19%	10
COC(=O)[C@H]1C[C@@H]1[C@H](NC(C)=O)c1ccccc1	-16%	0%	1
CCCC[C@@H]1C[C@H]1C(NC(=O)Cc1ccccc1)c1ccc(-c2ccccc2)cc1 (some centres undefined)	-1%	-25%	1
COC(=O)[C@@]1(Cc2ccc(OC)cc2)[C@H]2c3cc(C(=O)N4CCCC4)n(CCc4ccc(O)c(OC)c4)c3C[C@H]2CN1C(=O)c1ccccc1	5%	1%	-1
C[C@]1(C(=O)NCC2CC2)C=C[C@@H](Cc2ccccc2)N1C(=O)c1ccccc1	-2%	-28%	2
COC(=O)C1=C(C(=O)OC)[C@@H]2N(C)c3ccc(OC)cc3[C@@]23C[C@@H](C(=O)OC)N(S(=O)(=O)c2ccc(Br)cc2)C3=N1	4%[11.5 µM]	-15%[11.7 µM]	0
CCCOc1ccc(Br)cc1-c1cc(-c2ccc(Cl)cc2)[nH]c1-c1ccncc1	-2%	25%	-3
COC(=O)[C@@]1(Cc2ccc(OC)cc2)[C@H]2c3cc(C(=O)N(C)C)n(Cc4ccc(C)c(F)c4F)c3C[C@H]2CN1C(=O)c1ccccc1	-11%	-20%	0
CCC[C@@H]1C[C@@]1(CCC)C(NC(=O)OCc1ccccc1)c1ccc(-c2ccccc2)cc1 (some centres undefined)	-1%	-3%	-4
CCN(CC)CCCC(C)n1c(-c2ccccc2)nc2c(NCc3ccccc3)nc(C)nc21 (centres undefined)	3%	-4%	0

A different layout for 2 compounds above.
Each structure is followed by: PKM2 act | Menin-MLL TR inh | FBPA coupling cs
> COC(=O)CCCC1=CC2=C(c3ccccc3)C(=O)C(C)(OC(=O)C3CCCC3)C(=O)C2=CN1Cc1ccccc1 (centres undefined)
→ -1%[11.5 µM] | 6%[11.7 µM] | -3
> CCCCc1nc2c(c3c1C[C@H](C)OC3)CN(C(=O)Cc1cccs1)CC2
→ -8%[11.5 µM] | -11%[11.7 µM] | 1

Other structures follow:
SMILES	PKM2 act	Menin-MLL TR inh	FBPA coupling cs
COC(=O)C1(C)C=CC2(CCCCC2)N1C(C)=O (centres undefined)	-4%	?	8
COCC1=Cc2cc3c(cc2C(C(C(=O)OC)C(=O)OC)N1C(=O)OC)OCO3 (centres undefined)	3%[11.5 µM]	-1%	2&0
CCC1=C2CC[C@H]3C(=O)NC(=O)[C@H]3[C@H]2[C@@]2(C)C(=NCCc3c[nH]c4ccccc34)OC(=O)N2C1=O	0%	11%	0
C1CCC(N=C(NC23CC4CC(CC(C4)C2)C3)N2CCOCC2)CC1	-3%	-13%&-6%	5
CC(C)c1ccc2c([Si](C)(C)C)c3c(nc2c1)-c1cccc(=O)n1C3	-1%	-4%	-3
Cc1c2c(nc3ccccc13)-c1cccc(=O)n1C2	2%	-21%	-6
COC(=O)[C@@]1(Cc2ccc(OC)cc2)[C@H]2c3cc(C(=O)N(C)C)n(Cc4cccc5ccccc45)c3C[C@H]2CN1C(=O)c1ccccc1	3%	?	1
CCCn1c(C)nc2c(N3CCOCC3)nc(C)nc21	-1%	7%	0
Cc1nc(NC2CCCCC2)c2nc(-c3ccccc3)n(CCCN(C)C)c2n1	0%	-7%	-1
CCCCc1nc2c(c3c1C[C@H](C)OC3)CN(S(=O)(=O)CCCC)CC2	-11%[11.5 µM]	?	-1
COC(=O)CCC(=O)OC1(C)C(=O)C2=CN(Cc3ccco3)C(c3ccc(OC)cc3)=CC2=C(Br)C1=O (centres undefined)	-3%[11.5 µM]	0%[11.7 µM]	0
CCCn1c(-c2ccc(F)cc2)nc2c(N3CCCN(Cc4ccccc4)CC3)nc(C)nc21	1%	-6%	-2
C=CCN1c2ccccc2[C@]23C[C@@H](C(=O)OC)N(C(=O)COCc4ccccc4)C2=NC(C(=O)OC)=C(C(=O)OC)[C@H]13	2%[11.5 µM]	-1%[11.7 µM]	1
COC(=O)C1=C(C(=O)OC)[C@@H]2N(C)c3ccc(OC)cc3[C@@]23C[C@@H](C(=O)OC)N(C(C)=O)C3=N1	-6%[11.5 µM]	7%[11.7 µM]	-1
COC(=O)[C@@]1(Cc2ccc(F)cc2)[C@H]2c3cc(C(=O)N(C)C)n(Cc4ccc(O)c(OC)c4)c3C[C@H]2CN1C(=O)c1ccccc1	3%	-1%	-1
CCCn1c(-c2ccc(F)cc2)nc2c(N3CCN(CCC(=O)OCC)CC3)nc(C)nc21	-2%	-18%	-2
COc1ccc(-c2nc3c(c4c2C[C@H](c2ccccc2)OC4)CN(S(=O)(=O)c2ccc4c(c2)OCCN4C)CC3)c(C)c1	-6%[11.5 µM]	-8%[11.7 µM]	0
Cc1nc(N2CCOCC2)c2nc(-c3ccccc3)n(CC3CCN(C)CC3)c2n1	-2%	-4%	3
COC(=O)N1[C@H](C)C=C[C@]1(Cc1ccccc1)C(=O)NCc1ccc(C)o1	?	2%	-3
COC(=O)[C@@]1(Cc2ccc(OC)cc2)[C@H]2c3cc(C(=O)N4CCCC4)n(Cc4ccc(C)c(F)c4F)c3C[C@H]2CN1C(=O)c1ccccc1	1%	-17%	1

Reprinted at random: 4 records from the list, in no set order.
SMILES	PKM2 act	Menin-MLL TR inh	FBPA coupling cs
COC(=O)[C@@]1(Cc2ccc(OC)cc2)[C@H]2c3cc(C(=O)N(C)C)n(Cc4cccc5ccccc45)c3C[C@H]2CN1C(=O)c1ccccc1	3%	?	1
Cc1nc(NC2CCCCC2)c2nc(-c3ccccc3)n(CCCN(C)C)c2n1	0%	-7%	-1
COC(=O)CCC(=O)OC1(C)C(=O)C2=CN(Cc3ccco3)C(c3ccc(OC)cc3)=CC2=C(Br)C1=O (centres undefined)	-3%[11.5 µM]	0%[11.7 µM]	0
COC(=O)[C@@]1(Cc2ccc(OC)cc2)[C@H]2c3cc(C(=O)N4CCCC4)n(Cc4ccc(C)c(F)c4F)c3C[C@H]2CN1C(=O)c1ccccc1	1%	-17%	1

A portion of the library; count on the stated rates, not on these rows.
